Assay outcomes (PubChem BioAssay)
RXFP1 antagonist – antagonists of human relaxin receptor RXFP1; Q9HBX9; HEK293-RXFP1, relaxin-stimulated cAMP HTRF, 30 min; active compounds read low; activity change, negative = inhibition, % at 57.5 µM; 350,000 compounds, 0.59% hits;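 active means activity change of -60% or lower, but not beyond a set lower limit; inconclusive means change between -60% and -40%, or beyond the set limit; inactive means change above -40%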; further: on the % scale 0 is the no-effect control and ±100 the full control effect
TRHR enhancer – allosterically enhances the human TRH receptor; P34981; TRHR cells, fluo-8 calcium fluorescence, EC20 TRH enhancement; enhancement, % at 2 µM; 360,000 compounds, 0.66% hits; AID 493056; in the data active means enhancement above about 30%; further: 0% is about no effect
Target sequence (P34981 whole entry, looked up): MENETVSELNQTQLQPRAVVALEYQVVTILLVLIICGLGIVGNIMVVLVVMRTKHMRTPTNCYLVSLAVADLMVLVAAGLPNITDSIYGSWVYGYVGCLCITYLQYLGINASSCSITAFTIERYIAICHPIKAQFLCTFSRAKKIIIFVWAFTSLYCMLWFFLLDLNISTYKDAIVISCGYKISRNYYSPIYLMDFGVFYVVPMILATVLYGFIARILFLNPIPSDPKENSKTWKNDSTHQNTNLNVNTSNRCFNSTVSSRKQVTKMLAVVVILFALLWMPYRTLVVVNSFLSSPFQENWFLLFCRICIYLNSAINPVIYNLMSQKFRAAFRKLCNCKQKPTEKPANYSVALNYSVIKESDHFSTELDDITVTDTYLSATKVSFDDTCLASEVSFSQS
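Enhancer read-out: after compound pinning and an initial kinetic agonist-mode read, an EC20 of TRH (10 nM final) was injected and fluo-8 calcium signal (Ex 480/Em 530) followed at 1 s/cycle for 100 cycles in TRHR-expressing cells.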
RXFP1 ag – agonists of human relaxin receptor RXFP1; 370,000 compounds, 0.3% hits; Potency, µM (series often up to 57.5 µM), inactives show top-dose activation, hits mostly activators; Q9HBX9; AID 2676; HEK293T-RXFP1 cAMP TR-FRET, 30 min; response scale: percent of porcine relaxin response, buffer zero; further: potency means the concentration at half of the fitted maximal effect; on the % scale 0 is the no-effect control and ±100 the full control effect; nearly all actives have a fitted effect of over 60% in size; many of its hits are not listed in these tables
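HEK293 cells stably expressing RXFP1, treated 30 min at 37C with compounds plus PDE4 inhibitor Ro 20174; cAMP measured by HTRF TR-FRET. Normalized to buffer and 29 nM porcine relaxin; EC50 by Hill fit.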
D1 antag – human D1 dopamine receptor antagonism | P21728 | HEK293 TREx D1 cells, calcium flux, dopamine EC80; active compounds read low | activity change, negative = inhibition, % at 10 µM | 360,000 compounds, 3.2% hits; in the data active means activity change below about -30%; further: on the % scale 0 is the no-effect control and ±100 the full control effect
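Tetracycline-induced HEK293 Trex D1 cells, force-coupled to calcium, dye-loaded; compounds added and read 180 s, then EC80 dopamine added and calcium flux tracked kinetically another 180 s.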
D1 potentiator – enhances dopamine response at the human D1 receptor; P21728; HEK293 TREx D1 cells, calcium flux, dopamine EC20 potentiation; potentiation, % at 10 µM; 360,000 compounds, 0.036% hits; AID 504651; in the data active means potentiation above about 30%; further: 0% is about no effect
D1 ag – human D1 receptor agonism; HEK293 T-REx D1 cells, calcium flux, agonist mode; activation, % at 2 µM; 360,000 compounds, 1% hits; AID 504660; in the data active means activation above about 30%; further: 0% is about no effect
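Agonism was scored from calcium flux recorded over 180 s (1 read/s) after pintool compound addition, following a 10-cycle baseline. Cells were inducible force-coupled HEK293 TREx D1, plated overnight at 30 C and loaded with no-wash calcium dye.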
D2 potentiator – positive allosteric modulators of human D2 dopamine receptor | P14416 | HEK293 T-REx D2, calcium flux, EC20 dopamine potentiation | potentiation, % at 10 µM | 340,000 compounds, 0.34% hits;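 active means potentiation over 3 SD above the plate norm, cut at about 30% in these data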; further: 0% is about no effect
Target sequence (P14416 whole entry, looked up): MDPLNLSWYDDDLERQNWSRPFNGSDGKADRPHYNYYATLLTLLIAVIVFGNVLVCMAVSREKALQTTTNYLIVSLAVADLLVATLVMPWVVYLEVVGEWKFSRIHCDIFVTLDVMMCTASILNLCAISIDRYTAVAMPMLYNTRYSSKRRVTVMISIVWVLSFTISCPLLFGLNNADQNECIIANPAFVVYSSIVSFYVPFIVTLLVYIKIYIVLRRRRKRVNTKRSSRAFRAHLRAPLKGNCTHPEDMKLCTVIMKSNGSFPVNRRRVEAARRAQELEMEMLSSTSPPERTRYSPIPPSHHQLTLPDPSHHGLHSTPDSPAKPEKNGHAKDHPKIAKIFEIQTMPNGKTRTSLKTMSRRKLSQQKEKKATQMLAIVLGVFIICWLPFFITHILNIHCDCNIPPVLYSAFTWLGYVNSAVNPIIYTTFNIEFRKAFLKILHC
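Using a no-wash calcium dye in inducible, force-coupled HEK293 Trex cells expressing D2, we tracked fluorescence each second for 180 s after compound, then for 180 s after EC20 dopamine to detect augmented signalling.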
Anesthetic bind – candidate novel general anesthetic via apoferritin binding | P02791 | apoferritin/1-aminoanthracene competitive binding, fluorescence | Potency, µM (series often up to 77.5 µM), for the others: at the highest dose activity change, negative = displacement, usual class: inhibitors | 350,000 compounds, 0.074% hits | AID 485281; further: potency means the concentration at half of the fitted maximal effect; on the % scale 0 is the no-effect control and ±100 the full control effect; nearly all actives have a fitted effect of over 20% in size
Target sequence (P02791 2-175 limits assumed): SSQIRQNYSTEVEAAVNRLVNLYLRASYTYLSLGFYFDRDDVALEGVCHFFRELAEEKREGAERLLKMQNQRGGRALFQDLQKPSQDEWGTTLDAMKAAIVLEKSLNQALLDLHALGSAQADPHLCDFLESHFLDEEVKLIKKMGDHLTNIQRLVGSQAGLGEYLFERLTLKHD
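Horse-spleen apoferritin (10 uM) in 50% saturated 1-aminoanthracene in PBS was incubated 10 min at room temperature with compound. Fluorescence (ex 380, em 535 nm) was normalized to free and bound 1-AMA, with concentration-response fitted by a four-parameter Hill equation.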
TRHR ag – activates the human TRH receptor | 360,000 compounds, 0.18% hits | P34981 | TRHR cells, calcium flux fluo-8, FDSS agonist mode | AID 493084 | activation, % at 2 µM; in the data active means activation above about 30%; further: 0% is about no effect
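Read-out: compound-evoked intracellular calcium rise in TRHR cells, fluo-8 dye, kinetic FDSS fluorescence at 1 s/cycle following a 10-cycle baseline. Cells cultured overnight before dye loading (30 min–1.5 h, RT).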
Starred values were filed as active, the others as inactive; u = inconclusive; x = no result given; & = joins results of further samples; [ ] = dose if it differs, or a comment. Unless noted, the call rests on the fitted dose curve; in most records, active means well fitted curve in the direction sought with a large enough effect; inconclusive means small, poorly fitted or top-dose-only effect, or another doubt; inactive means no such curve, though single readings can be large; an effect the other way counts as inactive or inconclusive. This is a subset. The share of hits here may be higher or lower than overall.

SMILES	RXFP1 antagonist	TRHR enhancer	RXFP1 ag	D1 antag	D1 potentiator	D1 ag	D2 potentiator	Anesthetic bind	TRHR ag
CC(C)c1nnc(NC(=O)Cc2ccccc2[N+](=O)[O-])s1	1	3	-0.6%	7	-3	6	15	-5%	0.3
O=C1/C(=C/c2ccccc2[N+](=O)[O-])COc2ccccc21	-18	5	0.7%	x	-4	-1	6	u	-1.1
CCCCNC(=O)c1sc2ncnc(N3CCc4ccccc4C3)c2c1C	-3	-9	7.6%	1	0	1	-9	u	0.6
COc1ccc(C2=NO[C@@H]3C(=O)N(Cc4ccccc4)C(=O)[C@H]23)cc1OC	-15	-5	-0.2%	x	-4	12	-3	-24%	-0.3
COc1ccc(/C=C(\C#N)C(=O)OCC(=O)Nc2ccc(-c3nc4ccc(C)cc4s3)cc2)cc1	-8	-9	2.2%	-23	-10	4	5	-4%	-0.2
NCCCCCc1nnc(SCc2cccc(Cl)c2)o1	-8	5	-0.2%	-8	-8	6	7	u	0.2
Cc1ccc(S(=O)(=O)N(C)c2ccc(OCC(=O)Nc3cccc(-n4cnnn4)c3C)cc2)cc1	-1	-4	-0.9%	-24	-9	2	9	1%	0.7
O=C(Nc1ncc(Cc2cccc(Cl)c2)s1)C1CCCO1 (stereo not given)	-21	-4	0.2%	-7	-1	4	-3	-19%	0.4
O=C(c1sc2ccccc2c1Cl)N(Cc1ccco1)C1CCS(=O)(=O)C1 (stereo not given)	2	-2	1.9%	-6	-1	3	x	-21%	-0.3
CN(C)c1ccc(P(=O)(Nc2ccc([N+](=O)[O-])cc2)N2CCOCC2)c(NC(=O)c2cccs2)c1 (stereo not given)	17	2	-0.8%	-10	-3	0	-4	-4%	0.2
COc1ccccc1NC(=O)C1CCC(CNc2c(N3CCCCC3)c(=O)c2=O)CC1 (stereo not given)	3	15	-3.2%	2	-5	3	-15	2%	-1.7
O=C(COC(=O)CCCNC(=O)c1ccc(Cl)cc1)Nc1cc(Cl)ccc1Cl	-6	-6	0.2%	-17	-4	3	-7	-16%	-0.6
CCC1=NN(C(=O)Cc2ccc([N+](=O)[O-])cc2)C(O)(C(C)(C)C)C1 (stereo not given)	1	4	-0.4%	5	8	5	4	u	-0.8
COc1ccc(NC(=O)Cn2c(SCc3ccc(F)cc3)nc3cccnc32)c(OC)c1	6	-12	0.6%	-21	-2	12	4	-6%	0.0
CN(C)S(=O)(=O)c1ccc(Cl)c(C(=O)Nc2cccc3ncccc23)c1	-8	1	4.6%	6	-7	0	-14	-1%	0.0

Reformatted with each value named: part of the list above.
CCCCNC(=O)c1sc2ncnc(N3CCc4ccccc4C3)c2c1C
  RXFP1 antagonist: -3
  TRHR enhancer: -9
  RXFP1 ag: 7.6%
  D1 antag: 1
  D1 potentiator: 0
  D1 ag: 1
  D2 potentiator: -9
  Anesthetic bind: u
  TRHR ag: 0.6

CCC1=NN(C(=O)Cc2ccc([N+](=O)[O-])cc2)C(O)(C(C)(C)C)C1 (stereo not given)
  RXFP1 antagonist: 1
  TRHR enhancer: 4
  RXFP1 ag: -0.4%
  D1 antag: 5
  D1 potentiator: 8
  D1 ag: 5
  D2 potentiator: 4
  Anesthetic bind: u
  TRHR ag: -0.8

Back to the main list, starting 2 compounds before the break.
SMILES	RXFP1 antagonist	TRHR enhancer	RXFP1 ag	D1 antag	D1 potentiator	D1 ag	D2 potentiator	Anesthetic bind	TRHR ag
COc1ccc(NC(=O)Cn2c(SCc3ccc(F)cc3)nc3cccnc32)c(OC)c1	6	-12	0.6%	-21	-2	12	4	-6%	0.0
CN(C)S(=O)(=O)c1ccc(Cl)c(C(=O)Nc2cccc3ncccc23)c1	-8	1	4.6%	6	-7	0	-14	-1%	0.0
Cc1cc2c(c(=O)n1Cc1cccnc1)C(c1cccs1)C(C#N)=C(N)O2 (stereo not given)	5	-4	4.7%	-13	4	4	10	-5%	-0.6
COc1ccc(-c2noc(-c3ccc(N4CCN(c5ccccc5)CC4)c([N+](=O)[O-])c3)n2)cc1OC	3	1	-5.4%	-6	-2	15	1	-8%	0.6
O=C(CCn1c(=O)c2cccn2c2cccnc21)N1CCN(c2ccccc2)CC1	-11	6	0.1%	4	-2	2	1	-11%	0.1
O=c1cc(C(F)(F)F)[nH]c2c(C(F)(F)F)cccc12	x	-1	7.9%	-22	-5	32*	1	3%	4.7
COc1ccc(NC2=C3CC(C)CC=C3N(c3ccc(OC)cc3)C2=O)cc1 (stereo not given)	-20	2	-0.5%	-1	6	-2	4	-5%	-0.3
COc1ccc(CC(=O)N2CCN(c3ccccc3)CC2)cc1OC	-12	2	-0.4%	0	2	6	7	-9%	-0.4
Cc1nc(NC(=O)c2ccc(Br)o2)ccc1Br	-2	5	-1.1%	-18	-5	6	3	u	-0.1
C(C#CCCCCCCCCC[n+]1ccccc1)#CCCCCCCCCC[n+]1ccccc1	u	6	-2.2%	19	-1	4	-8	-20%	-0.7
O=c1c(Cc2ccc(F)cc2)c(O)ccn1Cc1ccc(Cl)cc1Cl	0	-11	1.1%	-7	-8	10	9	-9%	0.7
N#C/C(=C\c1cccn1-c1ccccc1)C(=O)NC1CCCCC1	0	6	-0.2%	-29	0	7	3	-17%	-1.3
O=C(Nc1ccccc1-c1ccccc1)c1ccccc1	-6	4	-1.7%	4	-1	3	3	-4%	-0.2
CCOc1ccc(C(=O)NC(C(=O)NCCc2ccc(OC(F)F)cc2)C(C)C)cc1 (stereo not given)	0	2	-0.1%	-19	-6	1	12	3%	-0.5
COc1ccccc1CCc1nnc(CCC(=O)N(C)Cc2ccncc2C)o1	1	-4	-0.5%	-18	-2	0	9	-6%	0.4
Cc1cc(S(=O)(=O)Nc2ccc(C(=O)NCCCN3CCCC3=O)cc2)ccc1F	-14	1	0.0%	-2	-3	3	8	x	-0.2
O=C(CSc1nc2[nH]ncc2c(=O)[nH]1)Nc1ccc(OC(F)(F)F)cc1	-10	8	-2.6%	-8	-6	-2	-2	x	-0.2
CC(C)Oc1ccc(CNC(=O)C2COc3ccccc3C2)cc1 (stereo not given)	-1	2	0.7%	10	-2	0	11	1%	-0.3
Cc1cccc(-c2nc(CSCC(=O)NCCc3ccc(Cl)cc3)c(C)o2)c1	-24	-3	0.6%	1	3	5	1	-11%	0.7
Cc1[nH]c2ccc(C(=O)OC(C)C(=O)NC3CCCCC3C)cc2c1C (stereo not given)	-2	6	4.6%	25	2	0	7	x	-1.0
O=C(Nc1cccc(Br)c1)N1CCC(CN2CCCCCC2)CC1	8	0	-0.2%	-1	-4	0	-16	-15%	0.2
CCOC(=O)CSc1nc2c(c(=O)[nH]c(=O)n2C)n1CCCc1ccccc1	-27	-1	1.8%	6	-4	3	15	-13%	-0.9
C=CCOc1ccc(/C=C2/C(=O)ON=C2C)cc1OCC	-14	-1	-1.0%	5	10	3	2	3%	0.1
Cc1cc(N2CCOCC2)n2ncc(-c3ccccc3Cl)c2n1	-10	-5	1.7%	-1	1	0	-1	-7%	-0.5
Cc1cc(=O)[nH]c(SCC(=O)Nc2ccc(C(=O)O)cc2)n1	-8	6	0.2%	-6	2	0	-1	0%	0.4
CCC(C)NC(=O)CSc1ccc(S(=O)(=O)N2CCN(Cc3ccccc3)CC2)cn1 (stereo not given)	2	-4	1.7%	-29	x	20	-2	x	0.2
CCOC(=O)c1cc(-c2ccccc2)sc1NC(=O)C(C)OC(=O)c1cccnc1OCC (stereo not given)	-4	-1	0.9%	18	2	4	-2	0%	0.6
Cc1c(NS(=O)(=O)c2cccc(C(=O)O)c2)c(=O)n(-c2ccccc2)n1C	-12&4	-2&6	4.5%&0.7%	4&-7	-4&3	2&1	-9&2	-1%&-3%	0.9&0.1
C=CCNS(=O)(=O)c1ccc2c(c1)n(C)c(=O)n2C	-14	-5	0.7%	-11	-2	1	x	-2%	0.8
CC1CCCCC1NCC(=O)Nc1ccccc1-c1ccccc1 (stereo not given)	-4	-1	1.1%	26	12	1	3	-14%	0.3
Cc1nc2ccc(Nc3ccncc3)cc2s1	-5	7	0.1%	x	-2	2	6	-6%	1.5
O=C(CC1(O)C(=O)Nc2cc(Cl)cc(Cl)c21)c1ccncc1 (stereo not given)	-6	-1	0.2%	21	-6	2	-17	-14%	0.9
COc1ccc(/C=N/NC(=O)C(C)Sc2ccccn2)cc1[N+](=O)[O-] (stereo not given)	9	30	4.0%	1	0	5	1	-11%	-0.1
CN1CCN(CCCNC(=O)c2ccc(Cn3c(=S)[nH]c4ccc(Br)cc4c3=O)cc2)CC1	-23	-4	-0.4%	-14	4	2	2	-10%	-0.4
Cc1nc(S(=O)(=O)c2ccc(Cl)cc2)c(N(C)C)o1	-1	-1	0.5%	-9	1	5	-16	118%[activator]	0.1
O=C(COc1ccc(Cl)cc1Cl)NCCCNC(=O)c1cnccn1	u	18	-0.3%	-10	-2	1	1	-10%	0.1
CCS(=O)(=O)N1CCc2nc(-c3ccccc3)sc2C1	10	4	0.1%	2	-1	4	20	-12%	-0.1
COc1ccc(-n2c(CNc3ccc(C)cc3)nnc2SCC(=O)Nc2nc(-c3ccccc3)cs2)cc1	-6	9	2.8%	-7	0	2	-6	-6%	0.1
O=C(NCCc1ccccc1)C1CCC(=O)N(Cc2ccc(Cl)cc2)C1 (stereo not given)	-8	12	0.1%	-8	1	2	16	-7%	-0.6
N#C/C(=C\c1c(N2CCCCC2)nc2ccccn2c1=O)S(=O)(=O)c1ccccc1	-10	-12	-0.1%	-8	-1	4	3	-7%	0.0
Cc1ccc(C)c(S(=O)(=O)NCCc2csc(-c3ccc(Cl)cc3)n2)c1	-19	6	2.9%	4	2	10	-6	-3%	0.6
COCc1cc(/C=N\NC(=O)COc2ccc(Cl)cc2)ccc1OC	13	-1	1.4%	-6	-10	1	-15	4%	-0.9
Nn1c(COc2ccccc2)nnc1SCc1cc(=O)[nH]c2ccccc12	-7	3	-1.0%	-9	4	0	3	-11%	0.3
Cc1cc(C)c(S(=O)(=O)N(C)CC(=O)N2CCCCC2)c(C)c1	0	-2	2.7%	-17	0	3	18	-10%	0.0
COc1nc(N(C)C)nc(N(OC)S(=O)(=O)c2ccccc2Cl)n1	-7	0	1.4%	-8	-2	2	4	2%	0.4
CCOc1ccc(C(=O)NC2=NCCS2)cc1	x	1	1.1%	-8	-5	1	2	-3%	0.0
CC(Oc1ccccc1)c1ccnc2nc(N3CCOCC3)nn12 (stereo not given)	2	0	4.9%	0	-5	1	-1	-3%	-0.6
